OPRK1 antag MB: antagonists of human kappa opioid receptor OPRK1, Maybridge library. AID 652031. OPRK1 cells, antagonist mode, fluorescence readout. hit rate 0.4% among 16,000. inhibition, % at 9 µM. P41145; in the data active = inhibition above about 50%
Nox1 inhibitor: inhibitors of human NADPH oxidase 1 (Nox1); Q9Y5S8; HT29 cells, luminol chemiluminescence ROS; inhibition, % at 6.7 µM; hit rate 0.81% among 16,000; AID 1792
PME-1 Maybridge: Maybridge compound blocking human PME-1; Q9Y570; hit rate 0.5% among 16,000; recombinant PME-1, FP-Rh probe fluorescence polarization; inhibition, % at 9 µM; AID 2291; in the data active = inhibition above about 30%
Target sequence (Q9Y570 whole entry, looked up): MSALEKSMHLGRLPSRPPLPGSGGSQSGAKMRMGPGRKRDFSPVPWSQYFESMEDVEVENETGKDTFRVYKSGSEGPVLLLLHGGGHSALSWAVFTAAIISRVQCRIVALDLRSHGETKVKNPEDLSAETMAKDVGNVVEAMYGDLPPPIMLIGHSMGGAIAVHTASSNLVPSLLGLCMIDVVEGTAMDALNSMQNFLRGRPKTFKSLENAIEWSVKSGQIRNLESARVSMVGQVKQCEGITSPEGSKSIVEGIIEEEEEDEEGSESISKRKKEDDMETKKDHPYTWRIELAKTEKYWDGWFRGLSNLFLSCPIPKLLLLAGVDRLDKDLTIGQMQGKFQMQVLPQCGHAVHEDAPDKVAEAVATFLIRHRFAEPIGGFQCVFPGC
TLR4-MyD88 inh: blocks binding of human TLR4 to MyD88 | O00206 | Cell-based TLR4-MyD88 binding inhibition assay | inhibition, % at 10 µM | hit rate 0.06% among 16,000 | AID 811; in the data active = inhibition above about 45%
luminol inh ctr: counter-screen for Nox1 inhibitors: inhibitors of luminol chemiluminescence; HRP/luminol/H2O2 chemiluminescence counterscreen; inhibition, % at 6.7 µM; hit rate 0.4% among 16,000; AID 1823; also: reference of the scale not given here
NOTCH agonist: NOTCH pathway agonism | NOTCH signaling luciferase reporter cells, luminescence | activation, % at 2.5 µM | hit rate 0.4% among 15,000; in the data active = activation above about 2.2%
rat GALR2 ag: activates the rat galanin receptor 2. AID 833. activation, % at 10 µM. cell-based GALR2 agonist screen. hit rate 0.5% among 16,000; in the data active = activation above about 15%
S1P1 ag: S1P1 (human) receptor agonism | P21453 | S1P1 agonist cell-based reporter assay | activation, % at 4.5 µM | hit rate 1.5% among 16,000; in the data active = activation above about 80%
Target sequence (P21453 whole entry, looked up): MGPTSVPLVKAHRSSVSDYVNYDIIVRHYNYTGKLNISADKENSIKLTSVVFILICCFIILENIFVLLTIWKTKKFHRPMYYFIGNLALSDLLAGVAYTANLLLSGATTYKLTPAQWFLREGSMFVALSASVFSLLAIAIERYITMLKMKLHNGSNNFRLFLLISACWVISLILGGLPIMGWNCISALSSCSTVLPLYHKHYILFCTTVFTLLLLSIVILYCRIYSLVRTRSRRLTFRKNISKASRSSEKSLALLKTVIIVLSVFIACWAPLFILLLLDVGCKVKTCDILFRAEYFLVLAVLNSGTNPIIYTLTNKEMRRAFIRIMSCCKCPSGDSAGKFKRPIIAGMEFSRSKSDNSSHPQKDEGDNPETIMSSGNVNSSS
The depositor's hits bear a star; nt = not tested or not shown. Rule as the data show it, unless noted: active = inhibition above about 75%; inactive = the rest.

SMILES	OPRK1 antag MB	Nox1 inhibitor	PME-1 Maybridge	TLR4-MyD88 inh	luminol inh ctr	NOTCH agonist	rat GALR2 ag	S1P1 ag
C/C(=N\O)c1cc([N+](=O)[O-])ccc1O	18	-26	4	-1	8	-1.3	-11	-7
O=C(O)C(Cc1ccccc1)NCc1ccccc1O (stereo unspecified)	7	14	4	2	31	-0.3	-7	22
CCCc1c(NC(=O)Nc2ccc(F)cc2)cnn1-c1ccccc1	8	0	4	-5	-4	nt	-5	14
CCN(CC)S(=O)(=O)c1ccc(-c2csc(C)n2)s1	-6	-8	8	-2	-8	0.5	-9	-4
FC(F)(F)c1cccc(-c2csc(-c3ccc(-n4cncn4)nc3)n2)c1	-3	-3	2	0	-2	-0.7	-7	-1
O=C(O)c1nccnc1C(=O)Nc1ccc(Oc2cccc(C(F)(F)F)c2)nc1	-1	-33	3	1	0	-0.5	-6	-10
COc1cccc(OC)c1CN(C)C(=O)c1cnc(Oc2ccccc2)cc1C(F)(F)F	-27	2	1	-8	1	0.1	-9	16
CSc1nn(C)c2cnn(C)c(=O)c12	32	23	7	-7	-6	-0.2	-6	-1
O=S(=O)(Nc1cccc(Oc2ccc(Cl)cc2)n1)c1ccc(F)cc1	2	29	1	-5	-3	-0.2	-1	6
O=[N+]([O-])c1ccccc1NC1CCN(Cc2ccccc2)CC1	nt	-4	5	6	5	-0.6	-8	-4
Cc1cccc(Cl)c1NC(=S)NCCNC(=O)OC(C)(C)C	5	-18	-3	0	2	-0.1	-4	-9
Nc1ccccc1SC(CC(=O)c1ccccc1)c1ccc(Cl)cc1 (stereo unspecified)	21	-2	11	3	-4	-0.2	2	18
COc1ccc(CC(=O)NN2C(=O)CSCC2=O)cc1OC	9	3	2	11	-4	-0.1	-2	-3
Cc1ccc(N(C)NC(=O)Nc2ccc(Cl)cc2)nn1	-6	-55	6	12	1	nt	-6	-15
CC1(C)CC(N2CCCCC2)=CC(=S)S1	-6	-21	1	-3	0	0.3	-5	5
COc1ccccc1N=C(NC#N)SC	30	-48	0	1	2	-0.7	-4	-15
O=c1[nH]nc(N2CCSCC2)[nH]1	6	89*	3	16	-5	0.7	-4	-1
COc1cc(OC)c(C(F)(F)F)cc1NCN1C(=O)CCC1=O	17	34	4	9	-33	-0.4	-6	16
N#Cc1ccc(-c2csc(COc3ccccc3Cl)n2)cc1	0	7	-2	-5	-1	0.5	34*	0
O=C1NCCN1CCNS(=O)(=O)c1ccc(N2C(=O)CCC2=O)cc1	12	34	6	-8	-5	-0.1	-3	3
Cc1nnsc1C(=O)Nc1ccc(-c2cnco2)cc1	1	-1	-2	-12	2	-0.4	-4	-30
COc1ccc(OCCNC(=O)c2nccnc2C(=O)O)cc1	13	-27	-2	-3	1	-0.4	-2	-21
Cc1ccc(S(=O)(=O)N2CCC(N)=N2)cc1	7	2	2	-3	-2	-0.3	-5	-1
O=C1OCCCN=C(c2ccccc2)c2ccccc21	2	-11	1	-6	-3	-1.4	-4	-1

For convenience, some entries already given:
SMILES	OPRK1 antag MB	Nox1 inhibitor	PME-1 Maybridge	TLR4-MyD88 inh	luminol inh ctr	NOTCH agonist	rat GALR2 ag	S1P1 ag
N#Cc1ccc(-c2csc(COc3ccccc3Cl)n2)cc1	0	7	-2	-5	-1	0.5	34*	0
O=C1NCCN1CCNS(=O)(=O)c1ccc(N2C(=O)CCC2=O)cc1	12	34	6	-8	-5	-0.1	-3	3
Cc1nnsc1C(=O)Nc1ccc(-c2cnco2)cc1	1	-1	-2	-12	2	-0.4	-4	-30
COc1ccc(OCCNC(=O)c2nccnc2C(=O)O)cc1	13	-27	-2	-3	1	-0.4	-2	-21
Cc1ccc(S(=O)(=O)N2CCC(N)=N2)cc1	7	2	2	-3	-2	-0.3	-5	-1
O=C1OCCCN=C(c2ccccc2)c2ccccc21	2	-11	1	-6	-3	-1.4	-4	-1

Quoted from the listing:
COc1ccc(OCCNC(=O)c2nccnc2C(=O)O)cc1 in TLR4-MyD88 inh = -3
COc1ccccc1N=C(NC#N)SC in S1P1 ag = -15
Cc1ccc(S(=O)(=O)N2CCC(N)=N2)cc1 in TLR4-MyD88 inh = -3
O=C1NCCN1CCNS(=O)(=O)c1ccc(N2C(=O)CCC2=O)cc1 in TLR4-MyD88 inh = -8
Cc1ccc(N(C)NC(=O)Nc2ccc(Cl)cc2)nn1 in PME-1 Maybridge = 6
N#Cc1ccc(-c2csc(COc3ccccc3Cl)n2)cc1 in PME-1 Maybridge = -2

Continuation.
SMILES	OPRK1 antag MB	Nox1 inhibitor	PME-1 Maybridge	TLR4-MyD88 inh	luminol inh ctr	NOTCH agonist	rat GALR2 ag	S1P1 ag
Cc1ccc(S(=O)(=O)NC(=O)NCc2csc3ccc(Cl)cc23)cc1	6	-29	1	7	-3	0.6	-4	-26
Cc1nn(-c2ccccc2)nc1C(=O)Sc1ccccn1	-9	-30	-4	0	3	-0.1	-2	9
Cc1ccc(S(=O)(=O)NC(=O)Nc2cc(-c3ccc(Cl)cc3)nn2C)cc1	1	-34	10	4	-4	-0.5	-4	-4
COc1cc(C2SCc3cc(C)c(C)cc3CS2)ccc1O	-9	-55	-10	7	0	0.6	-8	-10
COC(=O)c1cn(Cc2cc(OC)ccc2OC)cc(F)c1=O	-5	-55	1	2	-1	-0.2	1	-17
CC1(C)CC(=O)C=C(Sc2ccc(C#N)cc2[N+](=O)[O-])S1	-4	-42	-2	-1	-2	0.3	-7	-3
NC(=O)c1ncccc1C(=O)O	-12	18	-1	-12	-3	-0.3	-7	-13
Cc1ccccc1/C(N)=N/OC(=O)c1ccc(C(C)(C)C)s1	11	12	3	3	-4	0.1	-2	103*
Cc1nc2ccccn2c(=O)c1Cl	-19	-14	5	-1	-2	0.3	-3	0
COc1cc(OC)c2nc(C)c3c(c2c1)N(c1cccc(C(F)(F)F)c1)CC3	10	-10	5	-7	0	-0.6	-4	-31
O=C1[C@H]2CSC3(C(=O)c4ccccc4C3=O)N2C(=O)[C@H]2CSC3(C(=O)c4ccccc4C3=O)N12	6	-30	0	12	4	nt	-11	-32
CCOC(=O)C1=C(C)N2CCN=C2S1	0	-48	-2	4	2	-0.5	-8	5

Single records, as listed above.
COC(=O)c1cn(Cc2cc(OC)ccc2OC)cc(F)c1=O reads OPRK1 antag MB = -5; Nox1 inhibitor = -55; PME-1 Maybridge = 1; TLR4-MyD88 inh = 2; luminol inh ctr = -1; NOTCH agonist = -0.2; rat GALR2 ag = 1; S1P1 ag = -17
COc1cc(C2SCc3cc(C)c(C)cc3CS2)ccc1O reads OPRK1 antag MB = -9; Nox1 inhibitor = -55; PME-1 Maybridge = -10; TLR4-MyD88 inh = 7; luminol inh ctr = 0; NOTCH agonist = 0.6; rat GALR2 ag = -8; S1P1 ag = -10

Next section:
SMILES	OPRK1 antag MB	Nox1 inhibitor	PME-1 Maybridge	TLR4-MyD88 inh	luminol inh ctr	NOTCH agonist	rat GALR2 ag	S1P1 ag
CC(=O)c1ccc(N2CCN(CC(=O)Nc3cccc(C#N)c3)CC2)cc1	-9	-58	2	-2	-1	-0.3	-3	-6
N#Cc1c(F)ccc(NC(=O)Nc2ccc(Cl)cc2)c1F	17	-83	-13	18	4	-0.9	-3	2
CC(=O)C1C(=O)C=C(/C=C/c2ccccc2)CC1c1ccccc1 (stereo unspecified)	19	3	0	-5	5	-0.1	-8	99*
O=S(=O)(Nc1nc(SCc2ccc(Cl)cc2)n[nH]1)c1cccc2nonc12	16	-8	4	13	1	0.1	-6	-14
CCOC(=O)c1cnc(SCC(=O)c2cccc([N+](=O)[O-])c2)nc1N	6	5	5	-7	23	-0.6	-5	-5
COCCCn1c(SCC(=O)NN)nnc1-c1ccc(C(F)(F)F)cc1	2	6	1	-16	-1	-0.4	-4	-3
COc1ccc(/C=N/NC(=S)Nc2ccc(F)cc2)cc1	1	16	3	1	11	-0.3	-3	-6
CCOC(=O)Cn1nnc(N2CCCC2)n1	13	-49	2	-11	0	-0.2	-3	6
N#C/C(=C\c1ccc(O)cc1)C(N)=O	5	2	-3	-3	-26	0.9	-6	-1
CC1(C)CC(=O)C=C(NCCCCCCCCNC2=CC(=O)CC(C)(C)C2)C1	-2	-88	1	1	6	-0.6	-2	-10
COc1ccccc1C1CCN(CCCOc2ccc(Cl)cc2)CC1	2	2	4	5	-5	-1.1	-8	-1
COc1ccccc1N=C(N)SCc1ccccc1	4	10	8	0	-12	-0.1	-6	8
COc1ccc(OCCNC(=O)c2ccco2)cc1	2	-16	-2	7	-1	0.4	-9	-7
Cc1oc(C(=O)NNC(=O)Nc2cccc(C(F)(F)F)c2)nc1-c1ccccc1	-9	-35	15	-9	-2	-0.6	-4	11
N#C/C(=C\c1ccc[nH]1)C(=O)Nc1ccc(F)c(F)c1F	22	2	5	-6	-5	0.3	-12	-14
O=[N+]([O-])c1cc(C(F)(F)F)ccc1-n1ccc(-c2cccs2)n1	9	19	3	-5	-6	-1.0	-12	21
Cc1ccc(C)n1CCNc1ccc(C(F)(F)F)cc1[N+](=O)[O-]	-16	-27	5	6	4	-0.2	-8	-20
CSC(NC(C(=O)O)c1ccccc1)=C(C#N)C#N (stereo unspecified)	6	16	4	-3	-7	-0.7	-9	6
O=C(Cc1ccccc1)c1cc2c(cc1Br)OCCO2	6	-13	3	0	-4	-0.7	-5	-5
COc1ccc(C(C#N)(CCC#N)CCC#N)cc1	-6	-17	0	2	-2	-5.2	-4	-11
CC(C)c1ccc(NC(=O)CSc2nnc(CSc3cccs3)n2C)cc1	0	-13	3	-1	-1	-0.3	-3	-11
Cc1c(S(=O)(=O)N2CCCC2c2ccc(F)cc2)cnn1-c1ccccc1 (stereo unspecified)	-9	-19	3	-5	1	-0.7	-8	1
COc1nc2c(c(-c3ccccc3)c1C#N)Cc1ccccc1-2	0	-14	7	4	-5	0.0	-6	-12
Cn1c(=O)c2c(nc(N3CCc4ccccc4C3)n2C)n(C)c1=O	-5	-23	21	9	3	-0.8	-6	3
Cc1c(OCC(=O)Nc2ccc(C(C)C)cc2)ccc2c1OC(C)(C)CC2=O	-8	-24	-17	7	3	-1.2	-4	56
COC(=O)N1C2C=CC(C2)C1(C(F)(F)F)C(F)(F)F (stereo unspecified)	0	-15	0	3	-1	0.5	-7	-2
CC(C)(C)SCCNC(=O)C(C)(C)C	-3	-1	5	-4	-6	-5.7	-6	-7
C/C(=N\N=C(/C)c1cccc([N+](=O)[O-])c1)c1cccc([N+](=O)[O-])c1	24	-45	-5	2	3	-0.6	6	-5
CC(C)(C)C(=O)NC(=O)Nc1ccccc1C(F)(F)F	-21	-5	0	-6	0	-0.1	-5	-17
C(=N\Nc1ccccc1)/c1cccnc1	-17	30	4	-4	8	0.4	1	8
COc1cc2c(cc1OC)C(C)N(C(=O)c1snnc1C)CC2 (stereo unspecified)	21	-61	-1	-5	1	-1.3	-8	-13
CC(=O)Nc1ccc(S(N)(=O)=O)cc1Cl	0	-27	4	0	-2	0.2	-6	-3
Cc1ccc2nc(-c3ccc(C(F)(F)F)cc3)oc2c1	14	17	5	-6	-5	0.3	-5	65
N#Cc1c(C(F)(F)F)cc(-c2cccnc2)[nH]c1=O	-7	-115	2	-1	-1	-0.1	1	-18
O=C(O)CSCC(=O)Nc1nc(SCc2ccc(Cl)cc2)n[nH]1	-10	-80	2	8	2	-0.5	-4	71
Fc1ccc(Cn2[nH]nnc2=S)cc1	-7	-29	-3	5	22	-0.4	-3	-7

Screening data (PubChem BioAssay)
